# Screens as filed in PubChem.
# AmpC inh detg: blocks E. coli AmpC beta-lactamase in detergent assay. P00811. AmpC hydrolysis of nitrocefin, absorbance 480 nm, 0.01% Triton. Potency, µM (doses to about 114 µM), for inactives: at the top dose activity change, negative = inhibition, most hits filed as inhibitors. 0.041% of 370,000 active. AID 485294;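 further: potency means the concentration at half of the fitted maximal effect; 0% = no-compound wells and -100% = no-enzyme wells; nearly all actives have a fitted effect of over 25% in size; some results filed as inactive show a strong effect at the top dose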
# Target sequence (P00811 whole entry, looked up): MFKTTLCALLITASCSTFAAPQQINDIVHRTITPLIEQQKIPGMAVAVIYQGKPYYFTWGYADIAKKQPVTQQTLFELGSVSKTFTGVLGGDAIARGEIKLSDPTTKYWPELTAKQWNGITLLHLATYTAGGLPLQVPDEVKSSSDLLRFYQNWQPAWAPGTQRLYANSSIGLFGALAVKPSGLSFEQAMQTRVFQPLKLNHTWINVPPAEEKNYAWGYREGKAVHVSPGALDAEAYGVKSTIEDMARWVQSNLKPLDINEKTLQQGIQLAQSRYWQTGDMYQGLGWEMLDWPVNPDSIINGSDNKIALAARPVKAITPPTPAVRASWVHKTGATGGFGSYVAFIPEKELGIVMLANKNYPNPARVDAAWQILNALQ
#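 20 mM phosphate pH 7.0 + 0.01% (detergent screen) or 0.0001% Triton X-100; 5.3 nM AmpC reagent; cpd preinc 15 min RT; nitrocefin (800 uM stock) to start; A480 q20 s × 4 min; Activity was normalised to no-enzyme and no-compound control wells.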
# FBPA Giardia inh: inhibitors of Giardia lamblia fructose-1,6-bisphosphate aldolase; purified Giardia FBPA; Potency, µM (doses to about 59.6 µM), without a hit: top-dose activity, negative = inhibition, usual class: inhibitors; A8B2U2; 0.71% of 290,000 active; AID 2451; further: potency means the concentration at half of the fitted maximal effect; on the % scale 0 is the no-effect control and ±100 the full control effect; nearly all actives have a fitted effect of over 55% in size
# Target sequence (A8B2U2 whole entry, looked up): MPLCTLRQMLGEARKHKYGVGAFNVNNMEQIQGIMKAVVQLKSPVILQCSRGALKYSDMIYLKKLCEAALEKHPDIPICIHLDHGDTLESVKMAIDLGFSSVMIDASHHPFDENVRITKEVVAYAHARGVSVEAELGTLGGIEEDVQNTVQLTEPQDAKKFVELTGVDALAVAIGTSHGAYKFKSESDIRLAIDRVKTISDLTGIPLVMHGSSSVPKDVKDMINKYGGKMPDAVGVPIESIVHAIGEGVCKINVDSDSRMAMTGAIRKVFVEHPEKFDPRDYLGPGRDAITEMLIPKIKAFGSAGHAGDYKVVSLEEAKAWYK
#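 Giardia FBPA (40 nM reagent) was preincubated 10 min at RT with compound (up to 57.5 uM final), then substrate plus GAPDH/TPI/NAD/arsenate coupling system with diaphorase/resazurin was added; resorufin fluorescence (525/598 nm) was read after 20 min.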
# HCMV antiviral: human cytomegalovirus inhibition; HFF cells, HCMV-luciferase reporter, 72 h; active compounds read low; AID 1259415; 4.5% of 410,000 active; activity change, negative = inhibition, % at 57.5 µM; in the data active means activity change below about -60%; inconclusive means no clear call, values can overlap the other calls; inactive means above about -39%; further: on the % scale 0 is the no-effect control and ±100 the full control effect
#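 Two compound doses tested in HFFs infected with HCMV-luciferase, MOI 1 PFU/cell, 72 h at 37C. Lysate luminescence read with OneGlo; data normalized against buffer-only and 10uM Salinomycin inhibitor controls.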
# CHX counter: counter-screen hit for Shiga toxin inhibitors, cycloheximide | 12% of 300,000 active | max response, % | cell reporter, cycloheximide protein synthesis inhibition counterscreen; in the data active means max response mostly above about 13%, no sharp cut-off; inactive means mostly below about 14%; further: read at 38.3 µM for the half of the compounds with a filed dose; 0% is about no effect
# Shiga toxin inh: Shiga toxin inhibition | Vero cells, Shiga toxin protein synthesis inhibition reporter | 9.2% of 290,000 active | inhibition, % at 38.7 µM; in the data active means inhibition mostly above about 28%, no sharp cut-off; inactive means mostly below about 43%; further: 0% is about no effect
# AmpC no deterg: inhibitors of E. coli AmpC beta-lactamase without detergent. AmpC nitrocefin hydrolysis, absorbance 480 nm, 0.0001% Triton. P00811. Potency, µM (top dose mostly 57.1 µM), inactives show at the top dose activity change, negative = inhibition, usual class: inhibitors. 0.52% of 330,000 active;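 further: potency means the concentration at half of the fitted maximal effect; plate controls were no compound for no effect and no enzyme for full effect; nearly all actives have a fitted effect of over 20% in size; some results filed as inactive show a strong effect at the top dose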
#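 AmpC (5.3 nM in the dispensed reagent) in 20 mM phosphate pH 7.0 with 0.01% (detergent screen) or 0.0001% Triton X-100 was preincubated with compounds for 15 min at room temperature. Nitrocefin was then added from an 800 uM solution, and hydrolysis was followed at 480 nm.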
# AMA1 RON2 block: AMA1-RON2 (P. falciparum) interaction inhibition | AlphaScreen AMA1-biotinylated RON2 peptide binding | Potency, µM (doses to about 58.2 µM), inactives show top-dose activity change, negative = inhibition, hits mostly inhibitors | 0.2% of 360,000 active;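 further: potency means the concentration at half of the fitted maximal effect; 0% = vehicle wells and -100% = peptide control; nearly all actives have a fitted effect of over 45% in size; some results filed as inactive show a strong effect at the top dose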
#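 AMA1 (3D7) with his tag at 25 nM final met compounds first, then biotinylated RON2 peptide at 25 nM; detection used donor plus acceptor beads, 10 µg/mL apiece, read by AlphaScreen after 30 min at room temperature.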
# Starred values were filed as active, the others as inactive; ? = inconclusive; / = no result given; [ ] = remark or other dose. Unless noted, the call rests on the fitted dose curve; in most records, active means well fitted curve in the direction sought with a large enough effect; inconclusive means small, poorly fitted or top-dose-only effect, or another doubt; inactive means no such curve, though single readings can be large; an effect the other way counts as inactive or inconclusive.
# Start of the data: the first four records, ahead of the listing:
SMILES,AmpC inh detg,FBPA Giardia inh,HCMV antiviral,CHX counter,Shiga toxin inh,AmpC no deterg,AMA1 RON2 block
CCCCSc1[nH]c(=O)c(C(=O)OCC)cc1C#N,-1%,24%,-3,-4,-21,-27%,1%
COc1ccc(OC)c(CN2CCN(CCCc3ccccc3)C(CCO)C2)c1 (stereo not drawn),-23%,1%,-102*,-3,-4,-6%,9%
CC(C)NC(=O)NC(=O)COC(=O)/C=C/c1ccccc1[N+](=O)[O-],?,-9%,102,-2,-12,-11%[11.4 µM],-1%
COc1ccc(CC(=O)N/N=C(\C)c2cccs2)cc1,-4%,2%,-9,11,15,-9%,-9%

# This part in full (from the top)
SMILES,AmpC inh detg,FBPA Giardia inh,HCMV antiviral,CHX counter,Shiga toxin inh,AmpC no deterg,AMA1 RON2 block
CCCCSc1[nH]c(=O)c(C(=O)OCC)cc1C#N,-1%,24%,-3,-4,-21,-27%,1%
COc1ccc(OC)c(CN2CCN(CCCc3ccccc3)C(CCO)C2)c1 (stereo not drawn),-23%,1%,-102*,-3,-4,-6%,9%
CC(C)NC(=O)NC(=O)COC(=O)/C=C/c1ccccc1[N+](=O)[O-],?,-9%,102,-2,-12,-11%[11.4 µM],-1%
COc1ccc(CC(=O)N/N=C(\C)c2cccs2)cc1,-4%,2%,-9,11,15,-9%,-9%
COC(=O)c1sc(SC)c(S(=O)(=O)C(C)C)c1N,-9%,4%,11,0,-3,-17%,5%
CCCCOc1ccc(C(=O)Nn2c(-c3cccs3)nc3ccccc3c2=O)cc1,-5%,6%,-13,-5,-4,-27%,17%
COc1ccc2cc(C(=O)Nc3ccc(Cl)cc3)sc(=O)c2c1OC,?,-2%,-7,1,-15,-12%,3%
CCN(CC)C(=O)CSC1c2ccccc2C(=O)N1c1ccccc1 (stereo not drawn),-9%,0%,-6,-4,17,8%,-7%
CCOc1ccc(C(=O)CCC(=O)NCC(=O)Nc2c(C)cccc2C)cc1,-2%,/,-2,/,/,-3%,-3%
O=C1COc2ccc(C(=O)COC(=O)Cc3ccsc3)cc2N1,1%,5%,-8,11*,21,-31%,0%
CC(=O)c1ccc(N2CCN(C(=O)c3ccc4nc[nH]c4c3)CC2)cc1,?,1%,-12,5,30*,-12%,-10%[2.32 µM]
O=C(COc1ccccc1)Nc1ccc(C(=O)N2CCCC2)cc1,-4%,/,5,37,9,66%[activator],16%
COc1ccc(Cc2nc(-c3cccs3)no2)cc1,-3%,0%,72,33*,70*,-12%[2.29 µM],38%[activator]
O=C(N/N=C/c1cccc([N+](=O)[O-])c1)C1CC(=O)N(c2ccc(F)cc2)C1 (stereo not drawn),-7%,-18%,29,-3,-4,-26%,10%
CCC1CCCCN1S(=O)(=O)c1ccc(C(=O)Nc2nnc(C3CC3)o2)cc1 (stereo not drawn),-8%,25µM*,-16,-4,-14,-36%,47%[activator]
O=c1cc(-c2ccc(O)cc2)oc2c(-c3cc(-c4cc(=O)c5c(O)cc(O)cc5o4)ccc3O)c(O)ccc12,/,8%,/,-11,-2,/,/
O=C(NC1=NCCS1)c1ccc(Br)s1,?,-2%,136,40,57,-20%,3%
O=C(NC1CCN(C(=O)Nc2cccc(F)c2)CC1)C1CCCCC1,-1%,-4%,4,1,19,-12%,-8%
CN(Cc1ncc[nH]1)C(=O)CC1C(=O)NCCN1Cc1c(F)cccc1Cl (stereo not drawn),-3%,2%,-7,1,12,-6%,0%
Cc1ccc(S(=O)(=O)N2CCN(C(=O)COc3ccc(-c4nnco4)cc3)CC2)cc1,-2%,11%,6,-3,-11,16%,-10%
CCO[C@@H]1OC(C(=O)N2CCN(C)CC2)=C[C@H](c2csc3ccccc23)[C@H]1CCCO,-1%,-27%,-7,2,-8,136%[activator],2%
Cc1cccc(N(O)C(=O)Nc2cccc(Cl)c2)c1,0%,0%,-6,37*,56*,-35%,-7%
CC(NC(=O)COc1ccccc1)C(=O)N1CCN(c2ccccc2)CC1 (stereo not drawn),-10%,/,0,/,/,2%,28%
O=C(c1nc2ccccc2s1)N1CCSCC1,1%,4%,107,29*,135*,-15%,12%
Cc1ccc(NC(=O)c2cc(S(=O)(=O)N3CCCC3)cn2C)cc1,-14%,2%,27,-1,5,-12%,-14%
# Next section:
SMILES,AmpC inh detg,FBPA Giardia inh,HCMV antiviral,CHX counter,Shiga toxin inh,AmpC no deterg,AMA1 RON2 block
O=C(COc1coc(CN2CCN(c3ccccc3)CC2)cc1=O)N1CCc2ccccc21,?,/,-3,/,/,-5%,9%
COc1nonc1NCn1nc(C)cc1C,-3%,-6%,15,-3,-4,-17%,-3%
COc1ccc(C(C(=O)NC(C)(C)C)N(CCc2ccccc2)C(=O)CCC(=O)Nc2cc(C)on2)cc1 (stereo not drawn),0%,0%,1,22*,31*,110%[activator],-9%
Cc1ccc(C)c(OCCC(=O)OCC(=O)Nc2cccc(S(=O)(=O)N3CCCC3)c2)c1,-3%,/,-27,/,/,-17%,-6%
OCCC1CN(Cc2ccc(Oc3ncccn3)cc2)CCN1Cc1ccc(F)c(F)c1 (stereo not drawn),-7%,2%,-22,-1,18,64%[activator],10%
CCOc1ccc(CCNC(=O)Cn2ccc3ccccc3c2=O)cc1OCC,-7%,2%,-17,-2,25,-1%,-15%
Nc1nnc(SCC(=O)Nc2cccc(S(=O)(=O)N3CCCCC3)c2)s1,-9%,/,-28,/,/,-45%,12%
COc1cc(C2NC(=O)NC(C)=C2C(=O)OC(C)C)ccc1OC(=O)c1ccco1 (stereo not drawn),?,0%,12,1,3,4%,9%
CC1(C)CC(=O)N(c2cc(Cl)ccc2Cl)C(=O)C1,1%,-1%,21,-1,3,-9%,-6%
Cc1cccc(-n2cnc(C(=O)Nc3cccnc3)c2)n1,-2%,-2%,2,26*,101*,-6%,-3%
C/C(=N/NS(=O)(=O)c1cc(C)ccc1C)c1ccc2c(c1)OCO2,-19%,12%,32,-1,-3,-33%,11%
O=C(Nc1ncn[nH]1)c1cc(S(=O)(=O)Nc2cccc(C(F)(F)F)c2)ccc1Cl,0%,1%,17,-3,-26,-45%,88%[activator]
Cn1cc(S(=O)(=O)CC(=O)N2CCc3ccccc32)c2ccccc21,-12%,-27%,20,-3,13,188%[activator],16%
COc1cccc(-n2c(Cc3cc(=O)[nH]c(=O)[nH]3)nnc2SCC(=O)NC2CCCC2)c1,-12%,-2%,8,1,-2,-7%,10%
Cc1cc(-c2csc3ncnc(N4CCN(C)CC4)c23)cc(C)c1C,?,14%,-30,-9,-2,103%[activator],-15%
Cc1csc(NC(=O)CS(=O)(=O)Cc2ccccc2)n1,-7%,1%,-71*,1,-3,-24%,-5%
COC(=O)Nc1sc2c(c1C(=O)N1CCOCC1)CCC(C)C2 (stereo not drawn),?,-27%,-15,-2,5,-6%,7%
Nc1nc(SCC(=O)Nc2ccccc2)[nH]c(=O)c1NC(=O)c1cccs1,-12%,2%,13,-3,-13,-11%,-3%
CCOc1ccccc1OCC(=O)NN1Cc2ccccc2C1=N,?,0%,15,-5,-22,-16%,-10%
Cn1c(C(=O)OCC(=O)NCc2ccc(F)cc2)cc2occc21,-16%,/,-17,/,/,-29%,12%
O=C(O)c1ccc(CN2C(=O)c3ccccc3S2(=O)=O)cc1,-11%,22%,-3,1,1,-7%,0%
Cc1nc2ccccc2c2c1CC(C(C)(Cl)Br)O2 (stereo not drawn),2%,4%,-92*,-1,-11,24%,-16%
Cc1cc2ccccc2n1CCNC(=O)C(C)(C)C,-12%,-4%,37,-1,17,27%,-5%
COC(=O)c1cnc(Oc2ccc(NC(=O)NC(=O)c3c(F)cccc3Cl)cc2)cc1C(F)(F)F,5%,-1%,-32,-1,-2,-23%,-3%
O=C(CCN1C(=O)c2ccccc2C1=O)Nc1cccc(O)c1,-4%,14%,-7,4,-7,-20%,1%
# (cont.)
SMILES,AmpC inh detg,FBPA Giardia inh,HCMV antiviral,CHX counter,Shiga toxin inh,AmpC no deterg,AMA1 RON2 block
COc1ccc(NC(=O)C(CC(=O)O)Cc2ccc(Cl)cc2)cc1 (stereo not drawn),?,7%,8,0,/,-13%,-5%
CCCCNC(=O)CNC(=S)N(Cc1ccccc1)Cc1cccnc1,-7%,8%,-39,-1,-3,0%,-14%
CCOc1ccc(NC(=O)CSc2nc(=O)n(CCCN3CCOCC3)c3c2CCC3)cc1,0%,/,2,/,/,140%[activator],13%
CCOC(=O)c1ccc2[nH]c(C)c(CCC(C)=O)c(=O)c2c1,-11%,2%,-31,6,23,-36%,1%
CCCN(CCC)C(=O)CC(c1ccccc1)c1cc(C)ccc1O (stereo not drawn),2%,0%,-27,5,-20,-10%,2%
COc1ccccc1NCC(=O)Nc1cc(S(=O)(=O)N2CCOCC2)ccc1N1CCOCC1,1%,0%,10,-1,-8,2%,16%
O=S(=O)(c1ccc2c(c1)OCCO2)N1CCC(n2nnc3cc(F)ccc32)CC1,-1%,-4%,-14,-1,-3,-14%,-8%
COc1ccc(C2CC(c3ccccc3)=NN2c2ccc(/C=N/NC(=O)c3ccncc3)cc2)cc1 (stereo not drawn),-14%,0%,9,14*,28*,-23%,24%
COc1cccc(C2/C(=C(/O)c3ccccc3)C(=O)C(=O)N2Cc2ccco2)c1 (stereo not drawn),2%,-24%,?,3,15,-39%,0%
Cc1ccc2c(c1)C=CC(C)(C)S2(=O)=O,-11%,2%,-32,-2,7,-13%,18%
Cc1cc(NC(=S)NC(=O)c2ccccc2)ccc1-c1cc2ccccc2oc1=O,-7%,5%,?,-2,-9,-7%,7%
COc1ccc(S(=O)(=O)N(CCc2ccccc2)CC(N)=O)cc1,-6%,0%,3,1,-13,11%,-18%
COc1ccc(-c2[nH]ncc2CN2CCC(N3CCSCC3)CC2)cc1F,2%,-1%,-15,10,-5,0%,-7%
COCCn1c(SCC(=O)N2CCCCC2)nc2c(c1=O)SC(C)C2 (stereo not drawn),-7%,4%,-30,-1,-2,-3%,3%
CC1(c2ccc(OC(F)F)cc2)NC(=O)N(CC(=O)Nc2cccc(S(N)(=O)=O)c2)C1=O (stereo not drawn),4%,-4%,-25,-5,-7,-47%,-9%
CSC(=S)N/N=C/c1ccccc1,-5%,0%,-3,25*,27*,-52%,-19%
CCN(CC)S(=O)(=O)c1ccc(NC(=O)CSc2cccc[n+]2[O-])cc1,3%,5%,-19,-3,-14,-15%,2%
O=C(O)c1ccccc1NS(=O)(=O)c1cccc2cccnc12,?,-6%,21,-1,-14,-6%,9%
CCC1(c2ccc(F)cc2)NC(=O)N(CC(=O)NCc2ccccc2Cl)C1=O (stereo not drawn),-1%,4%,-22,-5,-14,-4%,-6%
CCc1ccc(NC(=O)CC2C(=O)NCCN2C(=S)Nc2ccccc2)cc1 (stereo not drawn),-15%,-3%,-13,5,1,57%,-6%[2.32 µM]
CCCCOCCCNC(=O)c1ccc([N+](=O)[O-])c(C)c1,-7%,0%,19,1,1,-9%,-2%
COc1cccc(CN=c2c([N+](=O)[O-])nn(-c3ccccc3C)n2O)c1,2%,-4%,-36,2,33,-8%,-14%
Cc1ccc(-c2noc(CSc3nc(N)cc(N)n3)n2)cc1,-5%,-10%,11,53*,87*,-12%,-7%
